Compound activity (PubChem)
NadD block = inhibitors of S. aureus NadD, primary screen, biochemical, colorimetric, uHTS. inhibition, % at 20 µM. hit rate 0.78% among 360,000. purified NadD enzyme, colorimetric absorbance read-out; in the data active = inhibition above about 26%; also: some compounds past the cut are filed as inactive
LMPTP block = LMPTP phosphatase inhibitors, primary screen, biochemical, fluorescence intensity, uHTS; hit rate 0.22% among 360,000; recombinant LMPTP-A, OMFP fluorogenic substrate; AID 651560, 2012; inhibition, % at 20 µM; Low molecular weight phosphotyrosine protein phosphatase (Homo sapiens), P24666;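 active = compounds that cut the enzyme signal by at least half of the control window in the single-dose screen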;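 also: plate controls were DMSO wells with enzyme plus substrate for no effect and substrate without enzyme for full effect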
Target sequence (P24666 whole entry, looked up): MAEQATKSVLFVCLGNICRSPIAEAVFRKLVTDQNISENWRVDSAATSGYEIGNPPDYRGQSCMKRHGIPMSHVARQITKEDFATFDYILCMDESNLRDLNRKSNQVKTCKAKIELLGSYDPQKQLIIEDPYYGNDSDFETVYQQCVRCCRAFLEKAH
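Buffer or medium: Bis-Tris pH 6.0, DTT, detergent; Assay system: LMPTP-A enzyme; Quantity: 0.625 nM enzyme; Detection: endpoint fluorescence intensity; Times: 50 min dark incubation at room temperature; Controls: substrate-only low control, DMSO enzyme-plus-substrate high control; Doses: single 20 µM dose; Read-out: percent inhibition versus substrate-only and uninhibited controls; Reagent: 400 µM OMFP.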
SUMO1 PPI mod = modulators of SUMO1 protein-protein interactions, primary screen, biochemical, uHTS; Small ubiquitin-related modifier 1 (Homo sapiens), P63165; SUMO1 binding to a labelled peptide, TR-FRET, 1 h; inhibition, % at 20 µM; hit rate 0.33% among 360,000; AID 602429, 2012; in the data active = inhibition above about 37%
Target sequence (P63165 whole entry, looked up): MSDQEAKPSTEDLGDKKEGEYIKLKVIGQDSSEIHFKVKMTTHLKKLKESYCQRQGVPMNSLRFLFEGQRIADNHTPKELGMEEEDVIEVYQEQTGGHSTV
Rpn11 block = Rpn11 (PSMD14) deubiquitinase inhibitors, primary screen, biochemical, fluorescence polarization, uHTS. calls only at 20 µM. hit rate 0.59% among 360,000. human 26S proteasome, Ub4-pepOG fluorescence polarization; 20S core pre-blocked with epoxomicin. 26S proteasome non-ATPase regulatory subunit 14 (Homo sapiens), O00487;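 active = inhibition at 20 µM, scaled to each plate's controls, above about 33%, limit read from the data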
MLLE-PAM2 inh = inhibitors of PABP1 MLLE–PAM2 peptide binding, primary screen, biochemical, fluorescence polarization, FITC-PAM2, GST-MLLE. Polyadenylate-binding protein 1 (Homo sapiens), P11940. inhibition, % at 20 µM. hit rate 0.36% among 360,000. AID 588489, 2011; in the data active = inhibition above about 35%, passing the limit was not always enough;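 also: plate controls were DMSO wells with GST-MLLE for no effect and wells lacking GST-MLLE protein for full effect; some results filed as inactive read as strong as hits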
DNMT1 block = human DNMT1 methyltransferase inhibitors, primary screen, biochemical, molecular beacon, fluorescence, HinP1I cleavage, uHTS; inhibition (reported as % activation of signal), % at 10 µM; hit rate 0.83% among 360,000; AID 588458, 2011; in the data active = inhibition above about 50%
CSN inh = inhibitors of CSN-mediated cullin deneddylation, primary screen, biochemical, fluorescence polarization, uHTS; Purified CSN, SCF-Nedd8-OG deneddylation; inhibition, % at 12.5 µM; hit rate 0.38% among 360,000; AID 651999, 2013;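 active = pattern-corrected inhibition above about 35%, with an unprinted fluorescence ratio check between 0.5 and 1.5, limit read from the data, passing the limit was not always enough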;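 also: 0% = enzyme with substrate and 100% = substrate without enzyme; some results filed as inactive read as strong as hits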
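Assay system: HEK293T-derived human Csn5 enzyme; quantity: 0.24 nM enzyme; medium: Tris/NaCl/DTT buffer, pH 7.5; also added: substrate SCFSkp2-Nedd8OG, 10 nM; doses: 12.5 µM compound; schedule: 90 min reaction at room temperature; signal: FP; read-out: % inhibition of substrate cleavage by Csn5; benchmarks: substrate-only high control, full reaction low control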
STEP inh = STEP phosphatase inhibitors, primary screen, biochemical, fluorescence intensity, uHTS | inhibition, % at 20 µM | Tyrosine-protein phosphatase non-receptor type 5 (Homo sapiens), P54829 | recombinant STEP, OMFP fluorogenic substrate | hit rate 0.25% among 360,000;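 active = inhibition at 20 µM, scaled per plate between control wells, above about 37%, limit read from the data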;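 also: 0% = DMSO with enzyme and substrate and 100% = substrate only without enzyme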
Target sequence (P54829 whole entry, looked up): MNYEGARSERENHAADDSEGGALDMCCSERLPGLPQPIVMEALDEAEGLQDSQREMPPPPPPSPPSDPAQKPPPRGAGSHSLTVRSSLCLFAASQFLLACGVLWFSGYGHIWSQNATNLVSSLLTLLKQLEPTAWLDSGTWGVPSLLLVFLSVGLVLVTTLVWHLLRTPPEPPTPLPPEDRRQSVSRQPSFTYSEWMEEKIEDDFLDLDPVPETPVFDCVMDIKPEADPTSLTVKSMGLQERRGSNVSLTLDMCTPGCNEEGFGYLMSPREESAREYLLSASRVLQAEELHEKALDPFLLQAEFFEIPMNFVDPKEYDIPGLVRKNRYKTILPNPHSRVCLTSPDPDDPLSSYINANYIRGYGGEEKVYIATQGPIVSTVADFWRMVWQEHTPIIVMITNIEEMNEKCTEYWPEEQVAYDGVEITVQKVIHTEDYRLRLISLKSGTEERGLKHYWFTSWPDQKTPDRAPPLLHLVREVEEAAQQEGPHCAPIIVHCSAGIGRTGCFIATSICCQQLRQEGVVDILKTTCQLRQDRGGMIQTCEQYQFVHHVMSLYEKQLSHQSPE
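Also added – OMFP at 25 µM · Test system – STEP tyrosine phosphatase · Technique – FITC-channel fluorescence of OMFP product · Schedule – 20 min at room temperature, dark · Evaluation – control-normalized % inhibition with plate pattern correction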
TbMetRS inhib = T. brucei MetRS inhibitors, primary screen, biochemical, luminescence; methionyl-tRNA synthetase (Trypanosoma brucei brucei); purified T. brucei MetRS, ATP depletion, Kinase-Glo luminescence; inhibition, % at 11.9 µM; hit rate 0.4% among 360,000; AID 624268, 2012;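 active = inhibition above a per-plate cutoff of the control wells' mean inhibition plus 3 SD, cut at about 5.5% in these data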;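 also: 0% = DMSO wells median and 100% = median of wells with control inhibitor compound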
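technique = Kinase-Glo luminescence, ATP depletion format | system = purified MetRS (methionyl-tRNA synthetase) enzyme from Trypanosoma brucei | timing = 15 min preincubation, 2 h reaction, all 25 °C | evaluation = percent inhibition versus plate control medians | dosing = single dose, 11.9 µM final nominal, 0.9% final DMSO | also added = substrates ATP, L-methionine and bulk Escherichia coli tRNA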
Scp1 inh = Scp-1 phosphatase inhibitors, primary screen, biochemical, colorimetric, uHTS; Carboxy-terminal domain RNA polymerase II polypeptide A small phosphatase 1 (Homo …; Recombinant Scp1, phosphopeptide, malachite green phosphate absorbance; inhibition, % at 20 µM; hit rate 0.88% among 340,000; AID 493091, 2011;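 active = inhibition above about 50% at 20 µM, limit read from the data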;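 also: plate controls were DMSO wells with enzyme for no effect and wells lacking enzyme for full effect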
Target sequence (Q9GZU7 76-261 limits assumed): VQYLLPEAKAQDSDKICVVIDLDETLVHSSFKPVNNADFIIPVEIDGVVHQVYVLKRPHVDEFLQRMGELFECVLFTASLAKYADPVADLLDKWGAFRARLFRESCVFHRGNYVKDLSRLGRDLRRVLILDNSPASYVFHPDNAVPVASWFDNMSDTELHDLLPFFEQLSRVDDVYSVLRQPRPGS
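Test system – truncated SCP-1 phosphatase (76-261aa) · Reagent – Phosphorylated 17-residue peptide substrate · Incubation – 45 min room-temperature reaction, 5 min colour, 30 min stabiliser · Detection – colorimetric phosphate reagent with accelerator and stabiliser, absorbance at 630 nm · Measure – % inhibition at 20 µM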
Active calls of the source: *; i = inactive; . = no result given.

SMILES	NadD block	LMPTP block	SUMO1 PPI mod	Rpn11 block	MLLE-PAM2 inh	DNMT1 block	CSN inh	STEP inh	TbMetRS inhib	Scp1 inh
CC(C)Cn1cc(C(=O)NCCCOC(C)C)c2c3ccccc3n(C)c2c1=O	0	-0.5	-1	i	-8	-8	0	1	-0.7	-15
Cc1ccc(NC(=O)CN2CCOCC2)c(Br)c1	-10	-1.2	1	i	-7	0	1	-1	-0.4	-6
Cn1c(CSc2ccccc2)c(C#N)c2ccccc21	-15	3.3	0	i	3	-4	-9	1	-0.3	-9
CC(C)N(C(C)C)S(=O)(=O)c1ccc(N2CCc3ccccc3C2)nc1	-5	1.0	-2	i	-6	-4	8	0	0.8	-10
CN1CCN(NC(=O)c2ccc(Br)c(S(=O)(=O)N3CCOCC3)c2)CC1	3	-2.0	-3	i	7	0	-12	0	0.7	-8
Cc1ccc(N=Cc2c(O)n(-c3cc(Cl)ccc3N3CCOCC3)c(=O)c3ccccc23)cc1C	16	1.6	-1	i	1	-3	5	5	-0.7	-14
COc1cc2cnncc2cc1OC	4	0.2	1	i	-5	0	0	-5	0.0	0
COc1ccc(Cl)cc1NC(=O)CCc1nnc2ccc(N3CCC4(CC3)OCCO4)nn12	1	-2.6	1	i	-2	0	-4	0	0.0	-3
Cc1ccc(S(=O)(=O)Nc2cnn(-c3ccccc3)c(=O)c2Cl)cc1	4	-1.3	2	i	4	-1	-8	1	0.3	-6
CS(=O)(=O)c1ccc(Cl)c(NC(=O)CSc2nc3ccccc3c(=O)n2Cc2ccco2)c1	-7	1.4	-1	i	-24	6	-2	-1	-0.4	-1
Cc1cccc(NS(=O)(=O)c2ccc(C3CCCCC3)cc2)n1	-2	0.5	-3	i	-8	-2	1	0	-0.8	-3
O=C(O)CC(Cc1ccc(Cl)cc1)C(=O)Nc1ccccc1 (stereo not given)	-6	-2.5	4	i	3	2	1	-3	-0.2	-10
CN(C)S(=O)(=O)c1cc(NC(=O)CSc2ncc(C(F)(F)F)cc2Cl)ccc1Cl	-11	4.0	-3	i	-11	3	-3	1	-0.6	-13
COc1ccccc1C(=O)N/C(=C\c1ccccc1)C(=O)NCc1ccco1	-1	0.0	1	i	3	1	1	-1	-0.1	-2
CC[C@H]1CN2CCc3cc(OC)c(OC)cc3C2C[C@@H]1C[C@H]1NCCc2cc(OC)c(OC)cc21 (stereo not given in full)	1	1.2	1	i	-6	6	1	0	-0.2	-9
CCN(CC)S(=O)(=O)c1cc(C(=O)Nc2ccc(Cl)cn2)ccc1C	2	1.0	5	i	4	-2	-3	-3	-0.5	-2
Cc1ccc(NC(=O)Cc2sc(C)nc2-c2ccc(C)cc2)cc1	-1	0.2	-2	i	-7	0	-4	1	0.9	-1
CN(C)S(=O)(=O)N1CCN(C(=O)c2ccccc2)CC1	-2	-1.6	18	i	-6	-4	-1	0	-0.5	-9
C[C@H](NC(=O)C1CC(=O)N(c2ccc3c(c2)OCCO3)C1)C(=O)N1CCCCC1 (stereo not given in full)	1	-0.3	1	i	-3	-2	3	2	0.2	1
COc1ccccc1OCC(=O)NCC1CCCCC1	-4	-1.7	-2	i	11	1	-1	-4	-0.2	-5
COc1ccc(C2N(Cc3ccccc3)CCN2Cc2ccccc2)cc1[N+](=O)[O-]	-4	-1.3	-7	i	-15	-3	4	0	-0.6	3
O=C(COC(=O)Cc1cccc(C(F)(F)F)c1)Nc1ccc2c(c1)OCCO2	-5	0.7	-2	i	6	-7	-2	-4	-0.9	-7
O=C(Nc1ccc(C(=O)N2CCN(c3ccncc3)CC2)cc1)c1ccc(Br)o1	-6	41	-7	.	.	.	11	.	-0.5	.
Cc1ccc2nc(NC(=O)CN(C)S(=O)(=O)c3cccc4nsnc34)sc2c1	2	-0.6	-2	i	-8	2	-4	3	-1.9	-1
Cc1ccsc1C(=O)N(C)CC(=O)Nc1ccccc1Br	1	-8.0	-31	i	2	1	1	-1	-0.4	-1

Next section
SMILES	NadD block	LMPTP block	SUMO1 PPI mod	Rpn11 block	MLLE-PAM2 inh	DNMT1 block	CSN inh	STEP inh	TbMetRS inhib	Scp1 inh
CCC(=O)c1cc2c(C)cc(=O)oc2c(C)c1O	1	0.7	-3	i	-3	20	4	0	-0.2	0
CSc1nc(O)c(C2OC(=O)c3ccccc32)c(=O)[nH]1 (stereo not given)	-3	-1.0	2	i	4	3	1	-3	-0.4	-2
CCN(CC)CCC(c1cc(OC)c(OC)c(OC)c1)c1c(O)cc(OC)cc1OC (stereo not given)	-6	-1.8	-3	i	4	2	-3	-1	-0.4	-3
Cc1cccc(NC(=O)CSc2ccc(C(N)=O)cc2[N+](=O)[O-])c1C	-1	0.4	-13	i	-87	7	-13	-3	-0.8	4
CCOC(=O)C1=C(C)N=C2SC(C(=O)OC)=CC(=O)N2C1c1cccc(OC)c1 (stereo not given)	11	1.4	4	i	-132	-20	6	-2	0.1	-11
O=C(CSc1ccc(-c2cccnc2)nn1)N1CCCCCC1	-7	-1.1	5	i	9	2	2	7	0.2	-9
O=C(Nc1nc2cc3c(cc2s1)OCO3)C1CC1	-3	0.1	-1	i	-1	0	7	-2	0.6	-4
O=C(CC1SCCNC1=O)Nc1cc(Cl)cc(Cl)c1 (stereo not given)	3	-2.3	-2	i	-21	1	4	-3	-0.4	-8
CCOC(=O)N1CCN(C(=O)c2ccc3ccccc3c2)CC1	-3	-1.3	-1	i	0	-1	0	3	-0.3	-2
O=C(Nc1ccc(Cl)cn1)c1ccc(-c2ccc(Cl)c(Cl)c2)o1	2	-8.1	1	i	3	33	3	2	-0.1	4
COc1ccccc1NC(=O)CSc1nnc(Cn2cnc3ccccc32)o1	-6	0.6	2	i	-15	4	-16	1	-0.4	-3
COc1ccc(C(=O)N(c2c(C)cccc2C)C(COC(C)=O)COC(C)=O)cc1	-2	-2.4	27	.	.	.	-3	.	-1.4	.
Nc1ccccc1CNc1nc(NCCO)nc2c1ncn2CCN1CCOCC1	0	-0.4	2	i	-18	-4	-4	3	-0.1	-6
COC(=O)Nc1ccc(S(=O)(=O)Nc2cc(C(F)(F)F)c[nH]c2=O)cc1	-7	1.5	-1	i	-12	1	2	-1	-0.5	-10
COC(=O)Cn1ncn2cccc2c1=O	-3	-1.4	-1	i	-3	-1	2	1	-0.2	-2
COc1ccccc1-c1noc(CCC(=O)Nc2ccccc2Cl)n1	-4	-0.7	-6	i	-26	-2	-2	0	-0.3	-3
O=S(=O)(Cc1ccccc1)N1CCCCC1	4	1.3	-1	i	6	0	-2	1	-0.5	-2
COc1ccc2c(c1)OC[C@H]1[C@H]2N2C(=O)c3cc(Cl)ccc3NC(=O)[C@@]2(C)[C@H]1c1ccccc1	12	1.5	-7	i	-16	-10	-2	-1	-0.1	-10
COc1ccc(CN2C(=O)c3ccccc3C(/C=N\OCc3ccc(F)cc3)C2=O)cc1 (stereo not given)	15	4.3	13	i	-5	-26	4	3	-0.9	-22
CCc1cccc(C)c1NC(=O)COC(=O)Cn1c(C)csc1=O	-4	0.3	0	i	-4	-7	1	-2	-0.5	-3
COc1cccc(C(=O)NCCCNC(=O)c2cccc(OC)c2)c1	-6	-2.0	1	i	-1	-2	3	1	-0.5	-2
O=S(=O)(Nc1ccc2c(c1)oc1ccccc12)N1CCCC1	-15	2.9	8	i	0	-3	-1	-2	-0.5	-10
C/C(N)=C(/C#N)C(=O)COC(=O)c1cc(-c2ccc(C)cc2)nc2ccccc12	-1	0.4	-2	i	12	0	-8	2	-0.8	1

No new results follow: entries from further up.
SMILES	NadD block	LMPTP block	SUMO1 PPI mod	Rpn11 block	MLLE-PAM2 inh	DNMT1 block	CSN inh	STEP inh	TbMetRS inhib	Scp1 inh
COc1ccccc1-c1noc(CCC(=O)Nc2ccccc2Cl)n1	-4	-0.7	-6	i	-26	-2	-2	0	-0.3	-3
O=S(=O)(Cc1ccccc1)N1CCCCC1	4	1.3	-1	i	6	0	-2	1	-0.5	-2
COc1ccc2c(c1)OC[C@H]1[C@H]2N2C(=O)c3cc(Cl)ccc3NC(=O)[C@@]2(C)[C@H]1c1ccccc1	12	1.5	-7	i	-16	-10	-2	-1	-0.1	-10
COc1ccc(CN2C(=O)c3ccccc3C(/C=N\OCc3ccc(F)cc3)C2=O)cc1 (stereo not given)	15	4.3	13	i	-5	-26	4	3	-0.9	-22
CCc1cccc(C)c1NC(=O)COC(=O)Cn1c(C)csc1=O	-4	0.3	0	i	-4	-7	1	-2	-0.5	-3
COc1cccc(C(=O)NCCCNC(=O)c2cccc(OC)c2)c1	-6	-2.0	1	i	-1	-2	3	1	-0.5	-2
O=S(=O)(Nc1ccc2c(c1)oc1ccccc12)N1CCCC1	-15	2.9	8	i	0	-3	-1	-2	-0.5	-10
C/C(N)=C(/C#N)C(=O)COC(=O)c1cc(-c2ccc(C)cc2)nc2ccccc12	-1	0.4	-2	i	12	0	-8	2	-0.8	1
